# Peg3 imprint: qHTS Assay for Compounds that Induce Erasure of Genomic Imprints. mouse ES Peg3-LacZ reporter, beta-gal luminescence, 40 h. Potency, µM (series often up to 60.7 µM), inactives show at the highest dose activity change, positive = activation, hits mostly activators. 0.02% of 110,000 active;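 further: 0% = negative control wells on the plate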
#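 Gelatin-coated wells received 300 freshly trypsinized female ES cells with a Peg3LacZ-Neo reporter on the maternal allele, then incubated 40 hours at 37C. BetaGlo was added for 5 minutes at room temperature before a single luminescence read.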
# p53ts 39C tox: qHTS Screen for Compounds that Selectively Target Cancer Cells with p53 Mutations: Cytotoxicity of p53ts Cells at the Nonpermissive Temperature | H1299-p53A138V viability at 39C, ATP luminescence, 24 h | Potency, µM (doses to about 46.1 µM), for inactives: at the top dose activity change, negative = cell killing, usual class: cytotoxic | 1.5% of 130,000 active; further: nearly all actives have a fitted effect of over 55% in size
# IkB sig inh: IkB Signaling; ABC-DLBCL IkBa-CBG/CBR dual luciferase ratio, 4 h; response scale: scaled: untreated 0%, proteasome inhibitor 100%; Potency, µM (highest dose often 57.1 µM), for inactives: at the highest dose IkBa stabilization activation; 0.04% of 110,000 active; AID 445, 2006; active means well fitted curve in the direction sought with a large enough effect in the signal ratio, not every such curve was filed as active; inconclusive means small, poorly fitted or top-dose-only effect, or a change in a side signal; the % refers to the signal ratio;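 further: the direction sought is a rising ratio; 0% = basal untreated cells and 100% = reference inhibitor full response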
#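 Curves were fitted separately to fusion (green), unfused (red) and ratio luminescence, then classed by r2, magnitude and activity. Cells: OCI-Ly3, 4 h compound plus doxycycline at 37C; 10 uM MG-132 defined full response.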
# p53ts 32C tox: qHTS Screen for Compounds that Selectively Target Cancer Cells with p53 Mutations: Cytotoxicity of p53ts Cells at the Permissive Temperature; H1299-p53A138V at 32C, ATP luminescence viability, 24 h; Potency, µM (titrated, usually from 46.1 µM), inactives show at the top dose activity change, negative = cytotoxicity, actives largely listed as cytotoxic; 0.93% of 130,000 active;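 further: 0% = DMSO and -100% = full killing by reference compound; nearly all actives have a fitted effect of over 55% in size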
#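 Cells: H1299 p53ts (A138V), 600/well, pre-incubated 16–30 h at 37C. Cpd up to 46 uM, 24 h, 32C. Readout: ATPlite luminescence, 20 min RT. Normalization: DMSO vs tamoxifen 100 uM. AC50 by Hill equation.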
# Starred values were filed as active, the others as inactive; u = inconclusive; x = not tested or not shown; [ ] = another dose, or the depositor's remark. Unless noted, the call rests on the fitted dose curve; in most records, active means well fitted curve in the direction sought with a large enough effect; inconclusive means small, poorly fitted or top-dose-only effect, or another doubt; inactive means no such curve, though single readings can be large; an effect the other way counts as inactive or inconclusive. Unless noted, on the % scale 0 is the no-effect control and ±100 the full control effect; potency means the concentration at half of the fitted maximal effect.
Molecule	Peg3 imprint	p53ts 39C tox	IkB sig inh	p53ts 32C tox
CCOC(=O)c1c(C)[nH]c(C)c1S(=O)(=O)N1CCCC(C(=O)Nc2ccc(C)cn2)C1 (stereo not drawn)	-9%[10.9 µM]	-8%	u	9%
COCCn1c(=O)cnc2cnc(N3CCN(C)CC3)nc21	-4%	-6%	-0.4%[11.4 µM]	-4%
CC(O)c1nc2ccccc2n1Cc1nnc(-c2ccc(Cl)cc2)o1 (stereo not drawn)	-4%	-15%	0.6%	6%
CSc1ncc(Cl)c(C(=O)Nc2cc(C(F)(F)F)ccc2Cl)n1	-4%[10.9 µM]	-2%	-2.6%	12%
CCOc1ccc2[nH]c(C)c(CN3CCOCC3)c(=O)c2c1	-7%	6%	-0.8%	-1%
CC(O)/C=C/c1ccc2ccccc2n1 (stereo not drawn)	-53%[inhibitor]	u	3.1%	25µM*
COCCCn1c(=N)c(C(=O)NCc2cccnc2)cc2c(=O)n3cc(C)ccc3nc21	-8%[10.9 µM]	-32%	0.6%	0%
CN1CCN(C(=O)CN(Cc2ccc(Cl)cc2)S(C)(=O)=O)CC1	-3%	18%	-1.5%	18%
O=C(NCc1nc2ccccc2[nH]1)[C@H]1C[C@@H]1[C@H](NP(=O)(c1ccccc1)c1ccccc1)c1ccccc1	-7%	11%	x	3%
Cc1ccc(S(=O)(=O)c2nc(-c3ccccc3)oc2N2CCN(c3ccccc3)CC2)cc1	-12%[10.9 µM]	31%[activator]	0.8%	16%
CCOc1ccc2nc(NC(=O)c3cc(=O)c4cc(C)cc(C)c4o3)sc2c1	-14%[10.9 µM]	-7%	1.0%	-6%
Cc1cc(C)cc(-n2c(SCC(=O)Nc3ccccc3)nc3c(oc4ccccc43)c2=O)c1	-14%[10.9 µM]	-3%	u	14%
COc1ccc(N(Cc2ccccc2)C(=O)c2nc(SC)ncc2Cl)cc1	-12%[10.9 µM]	-14%	u	3%
Cc1nn(-c2ccccc2)c2sc(C(=O)O)cc12	-5%	12%	4.9%	2%
CCC(CC)COC(=O)C(C#N)c1nc2ccccc2nc1N1CCN(CC)CC1 (stereo not drawn)	-33%[inhibitor]	-12%	u	-21%
CSc1ccn(CCC(=O)O)c(=O)n1	15%	5%	0.0%	-4%
CN(c1ccc(C(=O)Nc2nccs2)cc1)S(=O)(=O)c1ccccc1	-15%	2%	u	8%
O=C(NC1CCCCC1)c1ccccc1NC(=O)C1CC(=O)N(c2ccccc2)C1 (stereo not drawn)	x	14%	x	6%
CCc1ccc(NC(=O)N2CC=C(c3c[nH]c4ccccc34)CC2)cc1	-3%[10.9 µM]	u	u	6%
Cc1ccc(-n2ncc(C(=O)NCc3cccs3)c2C2CCN(C(=O)OC(C)(C)C)CC2)cc1C	-11%[10.9 µM]	18%	u	9%

# Compound profiles, as listed above:
# Entry for CCc1ccc(NC(=O)N2CC=C(c3c[nH]c4ccccc34)CC2)cc1 = Peg3 imprint: -3%[10.9 µM]; p53ts 39C tox: u; IkB sig inh: u; p53ts 32C tox: 6%
# Entry for CN(c1ccc(C(=O)Nc2nccs2)cc1)S(=O)(=O)c1ccccc1 = Peg3 imprint: -15%; p53ts 39C tox: 2%; IkB sig inh: u; p53ts 32C tox: 8%
# Entry for Cc1nn(-c2ccccc2)c2sc(C(=O)O)cc12 = Peg3 imprint: -5%; p53ts 39C tox: 12%; IkB sig inh: 4.9%; p53ts 32C tox: 2%

# Next part
Molecule	Peg3 imprint	p53ts 39C tox	IkB sig inh	p53ts 32C tox
COC(=O)C1=C(N)OC2=C(C(=O)CC(C)(C)C2)C1c1cccs1 (stereo not drawn)	-7%	8%	5.6%	8%
Cc1ccc(-c2nc3ccccc3[nH]2)s1	-91%[inhibitor]	13µM*	u	13µM*
Cc1[nH]c(C)c(C(=O)O)c1CNC1CCCCC1C (stereo not drawn)	-12%	-6%	-0.7%	-18%
COc1cccc(NC(=O)c2sc3nc(C)c(C(=O)Nc4ccc(Cl)cc4)c(-c4ccc(Br)cc4)c3c2N)c1	14%[10.9 µM]	-11%	10%	-15%
O=S(=O)(NC1CCCCCCC1)c1cccs1	-12%	2%	0.3%	0%
C/C(=C\COc1cc(=O)[nH]c2ccccc12)CCC(O)C(C)(C)O (stereo not drawn)	-8%	-24%	x	-8%
CC1(C)Cc2c(sc3c2c(=N)n(Cc2ccco2)c(=O)n3Cc2ccccc2)CO1	-25%	74%[activator]	u	35%[activator]
Cc1cccc(NS(=O)(=O)c2ccc(Oc3ccccc3)cc2)n1	-26%	6%	1.2%	-3%
Cc1cc(C)nc(SCC(=O)O)n1	4%	0%	-0.1%	7%
CCOC(=O)c1c(S(=O)(=O)N2CCCC(C(=O)Nc3cc(C)ccc3OC)C2)c(C)n(C)c1C (stereo not drawn)	-8%[10.9 µM]	-14%	-3.6%	1%
Cc1cc(C)n(C(C)CC(=O)Nc2ccc(C)c(N(C)C)c2)n1 (stereo not drawn)	-3%[10.9 µM]	-5%	-1.9%	-2%
CCOC(=O)c1oc2cccc(O)c2c1CN(Cc1ccccc1)C(C)=O	-14%	7%	-4.9%	12%
c1ccc(Cn2nnc3c(N4CCOCC4)ncnc32)cc1	-17%	2%	-1.7%	4%
CCOC(=O)C1CCCN(CCC(=O)Nc2cccc(F)c2)C1 (stereo not drawn)	-9%	1%	0.2%	0%
Cc1ccc(Cn2nnc3c(=O)[nH]c(C4CCN(S(=O)(=O)c5ccc(C)cc5)CC4)nc32)cc1	-10%	12%	u	13%
Cc1cccc(NC(=O)N2CCN(C)c3ncccc32)c1C	-7%[10.9 µM]	-20%	2.4%	-6%
Cc1ccc(C(=O)NCC(c2ccc3c(c2)OCO3)N2CCOCC2)cc1 (stereo not drawn)	12%[10.9 µM]	-20%	-1.5%	9%
O=C(CN1C(=O)CC(c2ccco2)Sc2ccccc21)Nc1ccc(C(F)(F)F)cc1 (stereo not drawn)	5%[10.9 µM]	-18%	0.5%	-4%
O=C(NCCc1ccccc1)c1ccc2c(c1)N(Cc1ccc(Cl)cc1)C(=O)CS2	-6%[10.9 µM]	11%	4.8%	29%
CCc1ccc(S(=O)(=O)c2nnn3c2nc(N2CCOCC2)c2sccc23)cc1	-13%[10.9 µM]	-27%	-1.1%	5%
COc1ccc(Nc2nc(N)nc(CN3CCN(c4ccccn4)CC3)n2)cc1	-2%	1%	-0.7%	-3%
CC(=O)C1=C(O)C(=O)N(Cc2cccnc2)C1c1ccccc1 (stereo not drawn)	4%	-7%	0.9%	0%
Nc1nc2ccc(N3CCOCC3)cc2s1	-43%[inhibitor]	4µM*	-2.3%	4µM*
CCOc1ccc(N2CC(NC(=O)/C=C\c3ccc4c(c3)OCO4)CC2=O)cc1 (stereo not drawn)	-8%[10.9 µM]	-4%	-1.2%	2%
O=C(NCC1CCCO1)c1cccs1 (stereo not drawn)	0%	5%	-0.7%	0%
CCCc1cc(=O)n2[nH]c(NCc3ccccc3OC)nc2n1	-6%[10.9 µM]	2%	5.0%	-12%
CC(C)NC(=O)CCNC(=O)c1ccc(F)cc1	-8%	-7%	0.8%	-1%
CCOC(=O)CSC(C)C(=O)Nc1nnc(C(C)C)s1 (stereo not drawn)	-9%	37%[activator]	-0.6%	8%
COc1ccc(CCNC(=O)c2c(C)nn(-c3ccc(F)cc3)c2-n2cccc2)cc1OC	-5%[10.9 µM]	-1%	u	12%
O=c1c2cn[nH]c2[nH]c(=S)n1-c1ccccc1F	5%	-13%	1.3%	-5%

# (further entries)
Molecule	Peg3 imprint	p53ts 39C tox	IkB sig inh	p53ts 32C tox
CC(C)c1nc2ccc(C(=O)NCCCN3CCN(c4ccccc4)CC3)cc2o1	11%[10.9 µM]	-14%	-0.5%	-10%
COc1ccc(OC)c(-c2cc(C(=O)NCc3ccco3)no2)c1	-20%	-8%	-0.9%	-6%
O=C(NC1CCCCCCC1)c1c(O)c2ccccc2[nH]c1=O	x	8%	x	-4%
COc1cccc(/C=C/c2nc(C#N)c(N3CCN(C)CC3)o2)c1	-19%[10.9 µM]	12%	u	-7%
CN(C(=O)c1ccc2c(c1)N(Cc1cccc(Cl)c1)C(=O)c1ccccc1S2=O)C1CCCCC1 (stereo not drawn)	-4%[10.9 µM]	15%	0.9%	44%[activator]
CCC(=O)c1cc(F)c(N2CCN(S(=O)(=O)c3ccc(C)cc3)CC2)cc1C	-14%	11%	6.0%	8%
Cc1nc(SCC(=O)Nc2ccccc2Cl)cc(-c2ccccc2)n1	-10%[10.9 µM]	-12%	-0.2%	u
Cc1cc(Br)cc2c(C(=O)OCC(=O)c3ccccc3)cc(-c3ccccc3)nc12	9%[10.9 µM]	45%[activator]	7.1%	10%
Cc1ccc(C)c(NC(=O)CCN2C(=O)c3ccccc3Sc3ncccc32)c1	-17%[10.9 µM]	-3%	1.2%	6%
CCn1c(=O)cc(OCC(=O)N(C)C2CCCCC2)c2ccccc21	-15%	-19%	6.3%	-1%
O=C1C2=C(Nc3ccccc3SC2c2c(F)cccc2Cl)c2ccccc21 (stereo not drawn)	-3%[10.9 µM]	-7%	u	6%
O=C(Nc1cccc(F)c1)C1CCCN(S(=O)(=O)c2cccc3cccnc23)C1 (stereo not drawn)	18%[10.9 µM]	-5%	u	-7%
O=C(CC12CC3CC(C1)CC(CC(=O)N1CCCC1)(C3)C2)N1CCCC1	-9%	2%	0.6%	-12%
CC(=O)c1c(N2CCCCC2)nc(=S)n(-c2ccccc2)c1C	-15%	7%	-1.0%	0%
CCN(CC)S(=O)(=O)c1cc(-c2nnc(Nc3ccc(OC)c(C(N)=O)c3)c3ccccc23)ccc1C	-16%[10.9 µM]	u	u	u
COc1ccc(S(=O)(=O)N(CC(=O)Nc2ccccc2Br)Cc2ccccc2)cc1	-13%[10.9 µM]	-15%	u	-1%
FC(F)(F)c1ccc(-c2noc(-c3ccccc3Br)n2)cc1	16%[10.9 µM]	-13%	0.0%	-4%
COc1ccc(NC(=O)CC2SC(=NCc3ccccc3OC)NC2=O)cc1 (stereo not drawn)	-14%	-12%	0.8%	10%
CSc1nnc2n(-c3ccc(C)cc3)c(=O)c3c4c(sc3n12)COC(C(C)C)C4 (stereo not drawn)	-6%	19%	-0.7%	14%
CNC(=O)[C@H](C)/C=C/C(NC(=O)OCc1ccccc1)c1ccc(C(=O)OC)cc1 (stereo partly drawn)	-18%	-12%	x	-1%
Cc1ccc(CNC(=O)C2CCN(S(=O)(=O)c3ccc4c(c3)CCCN4C(=O)C3CCC3)CC2)cc1	-5%[10.9 µM]	-25%	3.0%	4%
Oc1ccccc1OCc1nc2ccccc2s1	-76%[inhibitor]	-17%	u	-24%
CN1CC(=O)Nc2cc(C(=O)O)ccc21	-16%[10.9 µM]	-25%	1.1%	-1%
CCOc1ccc(NC(=O)c2ccc3nc(C(C)C)oc3c2)cc1	-3%[10.9 µM]	u	u	-13%
CCn1c(Cc2ccccc2)nnc1SCC(=O)N1CCCCC1	x	-3%	x	8%
O=C(Nc1nc(-c2nc3ccccc3s2)cs1)C1COc2ccccc2O1 (stereo not drawn)	-43%[inhibitor]	5%	u	-13%
OC[C@H](S)CS	-3%[10.9 µM]	-7%[9.22 µM]	u	-7%[9.22 µM]
COc1ccc(OC)c(NC(=O)Cn2c(-c3ccc(Cl)cc3)noc2=O)c1	-10%	-5%	-0.1%	1%
Cc1cc(-c2csc(NC(=O)c3cc4ccccc4o3)n2)c(C)n1C	-7%	-12%	u	3%
Nc1ccc(Nc2ccccc2N)cc1	5%	u	1.0%	u
O=C(c1ccccc1-c1nc(-c2ccc(Cl)cc2)no1)N1CCCC1	-22%	-4%	u	-7%
